Hsp70 act – transcriptional activators of Hsp70; HeLa Hsp70 promoter luciferase reporter, luminescence; scaled: vehicle 0, proteasome-inhibitor control 100%; activation, % at 10 µM; 200,000 compounds, 0.04% hits;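 active = activation above the mean across all tested compounds plus 3 SD, cutoff set per campaign, cut at about 5.5% in these data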;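 note: 100% = MG132 at 30 µM as the positive control and 0% = DMSO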
TNAP inh noacc – blocks human TNAP activity with no phosphate acceptor present. P05186. purified TNAP, CDP-star luminescence, 30 min. inhibition, % at 20 µM. 200,000 compounds, 0.26% hits. AID 1012;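 active = tissue-nonspecific alkaline phosphatase inhibition above about 50% at 20 µM in the single-dose screen, limit read from the data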;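 note: 0% = DMSO negative control and 100% = EDTA positive control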
Target sequence (P05186 whole entry, looked up): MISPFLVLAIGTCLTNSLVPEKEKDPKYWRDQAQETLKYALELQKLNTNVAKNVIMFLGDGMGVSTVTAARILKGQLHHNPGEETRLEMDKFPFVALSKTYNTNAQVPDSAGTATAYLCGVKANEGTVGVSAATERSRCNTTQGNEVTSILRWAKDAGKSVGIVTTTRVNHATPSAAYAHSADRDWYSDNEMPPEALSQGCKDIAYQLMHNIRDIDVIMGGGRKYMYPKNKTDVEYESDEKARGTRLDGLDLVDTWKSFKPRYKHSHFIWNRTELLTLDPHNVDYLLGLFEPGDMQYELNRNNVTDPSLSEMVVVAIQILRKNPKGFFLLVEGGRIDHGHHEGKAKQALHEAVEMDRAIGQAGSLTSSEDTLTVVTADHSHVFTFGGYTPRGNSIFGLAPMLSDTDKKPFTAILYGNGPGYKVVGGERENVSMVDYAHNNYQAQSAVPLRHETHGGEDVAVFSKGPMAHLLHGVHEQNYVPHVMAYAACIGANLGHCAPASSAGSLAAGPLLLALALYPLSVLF
S1P3 antagonist – blocks the human S1P3 receptor; Q99500; CHO S1P3 NFAT-BLA reporter, FRET fluorescence, antagonist mode; inhibition, % at 4.98 µM; 170,000 compounds, 0.27% hits; AID 485;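 active = inhibition above the plate cutoff, the mean inhibition of test wells on that plate plus 3 SD, cut at about 28% in these data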;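 note: cells challenged with S1P at its EC80 of 0.8 µM; blue over green emission ratio from cleaved BLA substrate after 4 h stimulation; 0% = S1P-stimulated wells and 100% = unstimulated DMSO-only wells; some compounds past the cut are filed as inactive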
HMGR II inh – blocks class II HMG-CoA reductase of Enterococcus faecalis; purified E. faecalis HMGR, NADPH absorbance 340 nm kinetic; inhibition, % at 10 µM; 190,000 compounds, 0.41% hits; AID 1066;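 active = inhibition above a set limit, the median over all tested compounds plus 3 SD, cut at about 9.5% in these data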;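 note: enzyme runs in reverse so mevalonate oxidation gives rising NADPH absorbance; 0% = complete reaction with DMSO and 100% = background rate lacking mevalonate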
Lmaj promast – inhibitors of Leishmania major promastigote growth | Leishmania major promastigotes, resazurin fluorescence viability | inhibition, % at 10 µM | 200,000 compounds, 9% hits; in the data active = inhibition above about 50%;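 note: promastigotes grown with compound for 44 hours at 28 °C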
DTT redox prof – compounds producing H2O2 with reducing agent – biochemical, NIH compound library profiling, artefact control for MLSCN library redox annotation, primary screen | 200,000 compounds, 0.03% hits | DTT-dependent redox cycling H2O2, phenol red/HRP absorbance; 100% = 100 µM peroxide control, 0% = buffer | activation, % at 10 µM;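 active = activation of at least 50% relative to the plate's high and low controls in the primary single-dose screen; inactive = activation below 50%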;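 note: compound incubated with DTT at 0.8 mM final as the reducing agent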
RAM inhibit – inhibitors of the yeast RAM network; inhibition, % at 50 µM; 190,000 compounds, 1.8% hits; AID 868; S. cerevisiae dse1pr::URA3 reporter, 5-FOA growth OD615, 2 d; analog-sensitive cbk1-as2 kinase mutant strain;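 active = inhibition above a set limit, 3 SD over mean compound inhibition, cut at about 8.4% in these data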;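 note: 0% = DMSO-only wells with no growth and 100% = 10 µM 1-NA-PP1 full growth; inhibition rescues growth on 5-FOA so higher OD means more RAM inhibition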
PMI activator – activators of human phosphomannose isomerase. P34949. purified human PMI, coupled resazurin fluorescence, 20 min; hits give high values; 1 = vehicle control, 0 substrate-free wells. activation factor at 20 µM. 190,000 compounds, 0.005% hits;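 active = activation factor of 2 or more at 20 µM, relative to plate controls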
Target sequence (P34949 whole entry, looked up): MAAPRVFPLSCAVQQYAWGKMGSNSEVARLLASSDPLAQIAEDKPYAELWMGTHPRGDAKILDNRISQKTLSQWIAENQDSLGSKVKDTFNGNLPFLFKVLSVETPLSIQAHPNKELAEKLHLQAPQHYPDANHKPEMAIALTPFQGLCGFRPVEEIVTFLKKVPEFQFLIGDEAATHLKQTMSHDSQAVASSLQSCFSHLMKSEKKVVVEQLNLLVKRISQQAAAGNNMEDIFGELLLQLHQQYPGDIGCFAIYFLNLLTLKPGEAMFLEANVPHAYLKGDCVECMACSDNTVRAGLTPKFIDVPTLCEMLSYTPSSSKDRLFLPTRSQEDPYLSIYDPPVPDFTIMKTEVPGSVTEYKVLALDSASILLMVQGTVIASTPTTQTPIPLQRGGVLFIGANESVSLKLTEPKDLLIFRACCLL
TNAP inh hiacc – TNAP (human) inhibition, high acceptor. AID 1135. P05186. inhibition, % at 20 µM. purified TNAP, CDP-star luminescence, 1 M DEA. 200,000 compounds, 0.03% hits;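 active = over 50% inhibition of tissue-nonspecific alkaline phosphatase at 20 µM in the single-dose screen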;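 note: plate controls were DMSO wells for no effect and EDTA-quenched wells as full inhibition for full effect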
PMI act hi M6P – activators of human phosphomannose isomerase at near-saturating mannose 6-phosphate; 190,000 compounds, 0.34% hits; coupled PMI enzyme assay, resazurin fluorescence, 20 min; hits give high values; 1 = untreated enzyme, 0 = substrate-free blank; P34949; activation factor at 20 µM;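 active = activation factor of 2 or more at 20 µM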
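Technique: Diaphorase-driven resazurin-to-resorufin fluorescence, excitation 544, emission 590 nm | Assay system: Human PMI in coupled enzyme assay | Times: Enzyme reaction with compound 20 min at room temperature | Medium: HEPES-buffered pH 7.4 with magnesium and detergent | Reagent: Mannose-6-phosphate 1.0 mM (near-saturating) plus 0.22 mM NADP+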
* marks the source's active call; other numbers are inactive results; / = not tested or not shown. The order is random; overall some 12% were active at least once.

SMILES	Hsp70 act	TNAP inh noacc	S1P3 antagonist	HMGR II inh	Lmaj promast	DTT redox prof	RAM inhibit	PMI activator	TNAP inh hiacc	PMI act hi M6P
CCOc1ccc(CC(=N)C2=C(O)CC(C)(C)CC2=O)cc1OCC	-0.2	-18	7	-3	-3	-0.1	0.7	1	0	1
CCOc1cc(C=O)ccc1OCC(=O)N1CCCC1	0.0	-9	-5	1	-7	-0.9	2.1	1	-4	0.9
CCOc1ccccc1-n1c(SCC(=O)NC)nnc1-c1ccco1	-0.3	-16	-75	0	-7	-0.1	0.9	1	0	1
CCN(CC)S(=O)(=O)c1cccc(C(=O)N[C@H](C(=O)OCC(N)=O)C(C)C)c1	0.0	-10	/	-1	1	0.1	-0.3	1	-3	1
COc1ccc(NCC(=O)N/N=C/C=C/c2ccccc2[N+](=O)[O-])cc1	-0.2	-17	6	-10	-3	0.2	0.4	0.9	-4	0.8
CCS(=O)(=O)N1CCC(C(=O)OCC(=O)c2ccc(Br)cc2)CC1	-0.4	/	-3	/	-3	-4.4	/	/	/	/
O=C(Cn1ccc2ccccc2c1=O)N1CCN(Cc2ccc3c(c2)OCO3)CC1	0.5	-12	18	-8	4	-0.1	1.2	1	-1	1.1
CCOC(=O)c1c(NC(=S)Nc2cccc(C)c2)sc2c1CC(C)(C)SC2	-0.3	16	-4	-5	9	0.4	4.4	0.8	3	0.8
COc1ccc(C(=O)Nc2sc(C(=O)N(C)C)c(C)c2C#N)cc1[N+](=O)[O-]	-0.4	1	-4	1	-4	-0.3	4.2	1	0	1
CC(C)(C)NC(=O)Cn1c(SCC(=O)NC2CCCCC2)nc2ccccc21	-0.3	-16	-14	-1	-3	3.5	0.0	1	-8	1
CC(C)C(=O)NC(=S)Nc1ccccc1C(=O)NC1CCCCC1	-0.3	-2	11	-12	-3	0.1	1.1	1.1	3	1.1
NCCNc1ccc([N+](=O)[O-])c(Sc2nc3ccccc3[nH]2)c1	0.1	6	11	-1	-5	-0.5	1.0	0.9	11	0.9
O=C(CN1C(=O)/C(=C/c2ccccc2)SC1=S)NNC(=O)c1ccccc1O	0.0	29	-10	3	-6	3.0	3.5	1.1	3	1.2
CC1(C)CC(OC(=O)c2ccccc2)CC(C)(C)N1	-0.4	0	/	0	1	0.3	1.3	1	0	1
O=C(O)CN1C(=O)COc2cc(S(=O)(=O)N3CCCC3)ccc21	0.1	-14	-7	-4	-9	-0.3	2.0	1.1	-4	1
Cc1cc(N2CCCC2)ccc1/C=N/n1cnnc1	-0.7	-10	/	0	67*	-0.5	1.0	1	-2	1
CC(C)(C)[C@H]1C=C(C(=O)NCc2ccccc2)O[C@@H](OCc2ccc(CO)cc2)C1	-0.2	-8	-16	-3	21	-1.8	3.5	0.9	-6	0.9
COc1ccc(NC(=O)C(C)N(c2ccc(C)cc2)S(C)(=O)=O)c(OC)c1 (stereo unspecified)	-0.3	-19	10	-1	-2	0.0	2.9	1	-1	1
Cc1[nH]n(C2=NCCS2)c(=O)c1N=Nc1ccccc1	-0.1	-7	0	2	80*	-0.6	1.0	1	4	1.1
COc1ccc(N2CCN(C(=O)Cn3nnc(-c4cccs4)n3)CC2)cc1	-0.3	-14	-5	-1	-6	2.9	1.6	1	-6	1
Cc1cc(NN)nc(NS(=O)(=O)c2ccc(Cl)cc2)n1	-0.3	-4	-2	0	-14	-0.4	0.9	0.8	-4	0.9
Cc1ccc(S(=O)(=O)NCCN2CCOCC2)cc1C	-0.5	-1	0	-1	-7	0.2	1.2	0.9	3	0.9
N=c1c(C(=O)NCc2ccco2)cc2c(=O)n3ccccc3nc2n1Cc1ccccc1	0.2	-1	-5	-4	25	-1.5	1.5	0.9	2	1
CCOC(=O)N1CCC(NC(=O)CCC(=O)N2CCOc3ccc(C)cc32)CC1	-0.2	-10	-15	-1	-5	-0.5	0.8	1	-5	1
C=CCn1c(-c2cccnc2Cl)nc2ccccc21	-0.3	-9	-7	-3	-2	0.7	1.2	1	-6	0.9
Later entries.
SMILES	Hsp70 act	TNAP inh noacc	S1P3 antagonist	HMGR II inh	Lmaj promast	DTT redox prof	RAM inhibit	PMI activator	TNAP inh hiacc	PMI act hi M6P
O=c1[nH]c2cc3c(cc2cc1CN(CC1CCCO1)S(=O)(=O)c1ccccc1)OCCO3 (stereo unspecified)	0.0	-4	-25	-6	0	-0.3	5.8	0.9	0	1
CNC(=O)C(=O)N/N=C/c1ccccn1	0.2	-3	-13	-4	-7	0.8	0.1	/	-2	/
Cc1ccc(C)c(C(=O)NCCN(C)C)c1	-0.2	-6	3	-3	-8	0.8	2.8	0.9	-1	0.9
Cc1nn(-c2ccccc2)c(Cl)c1C(=O)NCC(=O)O	-0.5	-15	-32	3	-6	3.5	0.3	1	-4	1
Cc1ccc(S(=O)(=O)NCCC(c2ccc(F)cc2)c2ccco2)cc1 (stereo unspecified)	-0.6	-16	-10	1	56*	-0.5	11*	0.8	0	0.9
COc1ccc(NC(=O)CN(Cc2ccccc2)Cc2ccccc2)cc1S(N)(=O)=O	0.0	-16	9	-5	29	-0.1	0.3	0.9	-4	0.9
Nc1c(C(=O)C2CC2)sc2nc(-c3cccs3)cc(C(F)(F)F)c12	-0.1	-11	/	-6	-3	-0.8	4.2	1.1	-8	1.3
O=C(N1CCOCC1)N1CCN(C(=O)N(c2ccccc2)c2ccccc2)CC1	-0.2	-8	-6	-3	-3	0.3	2.5	0.9	-5	0.9
c1coc(-c2nnc(-c3ccc4c(c3)OCO4)o2)c1	0.2	-17	-2	-4	19	0.7	0.4	1	-10	1
COc1ccc(C(=O)OCn2nnc3ccccc3c2=O)cc1	-0.1	-4	2	-5	0	-1.9	4.6	1.1	5	1.1
O=c1c2cc(N3CCOCC3)ccc2[nH]c(=S)n1Cc1cccc(Cl)c1	-0.3	-6	/	-3	-3	1.2	4.2	1	-1	0.9
C/C(N)=C(/C#N)C(=O)COC(=O)COc1ccc(Cl)cc1	0.2	-22	-11	-4	-4	2.7	2.6	0.9	-5	0.9
CCOC(=O)C1(C/C(C)=N/NC(N)=O)CC(C)OC1=O (stereo unspecified)	5.7*	-14	-6	-4	-7	-0.4	2.1	1	-4	1
CCc1[nH]nc2c1C(Cc1ccccc1)C(C#N)=C(N)O2 (stereo unspecified)	-0.2	-8	/	0	0	0.2	-0.1	0.9	0	1
Cc1cc2oc(=O)cc(Cn3nnc(-c4ccc(Cl)cc4)n3)c2cc1C(C)C	-0.3	-6	-6	1	14	2.0	3.2	0.9	0	0.9
CCOC(=O)CNC(=O)Cn1cnc2c(nnn2-c2cccc(Cl)c2)c1=O	0.0	-14	-23	2	-4	0.4	0.1	0.9	-5	1
CN(C)S(=O)(=O)c1ccc(N=Cc2c(C(F)(F)F)[nH]n(C)c2=O)cc1	0.2	-2	4	-4	-5	-2.2	1.0	1.4	-2	1.3
N=c1c(S(=O)(=O)c2ccccc2)cc2c(=O)n3ccccc3nc2n1Cc1ccco1	-0.2	-1	13	-3	45	0.9	-0.7	1.4	2	1.2
CC1(C)NC(C)(C)/C(=C\c2cccs2)C(=O)C1=O	-0.1	-8	-12	2	-5	-0.2	4.5	1	-4	1
Cc1ccc(NC(=O)c2[nH]cnc2C(=O)NN)cc1	-0.1	-126	5	-5	-6	1.5	1.4	1.1	-3	0.9
COc1cccc(N2CCN(S(=O)(=O)c3ccc4nc(-c5ccccc5)[nH]c4c3)CC2)c1	-0.5	-22	23	-1	-2	-0.1	4.2	0.9	-4	1
O=C(COc1ccccc1Br)Nc1ccccc1C(F)(F)F	-0.3	-6	-5	-3	-5	0.7	1.9	0.9	-4	0.9
O=C(CCS(=O)(=O)c1cccs1)N1CCCC1	-0.2	-5	/	-2	-5	0.0	0.8	1.1	-5	1.1
O=C(Nc1cccnc1)c1cc(-c2ccc(Br)cc2)on1	-0.1	-12	4	-4	27	-0.3	1.7	0.9	-2	0.9
CN(C)S(=O)(=O)c1cccc(C(=O)Nc2ccc(S(=O)(=O)N3CCCC3)cc2)c1	-0.6	-4	-9	14*	0	-2.6	0.2	1	-2	0.9
Further records
SMILES	Hsp70 act	TNAP inh noacc	S1P3 antagonist	HMGR II inh	Lmaj promast	DTT redox prof	RAM inhibit	PMI activator	TNAP inh hiacc	PMI act hi M6P
Cc1ccc(NC(=O)CC2S/C(=N/N=C/C=C/c3ccccc3)NC2=O)cc1Cl (stereo unspecified)	-0.6	-18	-6	-6	-5	1.1	1.6	1	6	1.1
O=C(CSc1nnc(NCc2ccccc2)s1)c1ccco1	0.1	-22	23	-4	-3	-0.2	1.4	1	-8	1
Cc1cc(NS(=O)(=O)c2ccc(NC(=O)c3oc4ccccc4c3C)cc2)no1	-0.1	-6	/	-2	0	-1.7	2.9	0.8	-3	0.9
CCC12CN3CC(CC)(CN(C1)C31C(=O)N(C)c3ccc(C)cc31)C2=O (stereo unspecified)	/	-4	-14	0	/	/	1.4	0.8	2	0.9
O=C(Nc1nnc(C2=COCCO2)o1)c1ccc(S(=O)(=O)N2CCCCC2)cc1	-0.1	-5	-5	-1	4	-0.3	2.1	1.4	-5	1.1
CCOC(=O)/C(C)=C1\NC(C)(C)Cc2ccccc21	-0.3	2	-15	/	-3	-0.2	0.7	0.1	-6	0.1
COc1cccc(C(c2sc3ncnn3c2O)N2CC(C)OC(C)C2)c1 (stereo unspecified)	-0.1	-10	-8	-2	-8	-0.2	0.7	0.8	-4	0.8
COc1ccccc1C1=NNC(=NCc2ccccc2)SC1	-0.3	-13	-2	-3	6	-0.1	0.5	1.1	-3	1.2
CCN1CCN(Cc2oc(CO)cc(=O)c2O)CC1	0.2	0	/	-5	-3	0.1	-0.5	0.9	0	0.9
COc1ccc(-c2csc(CCN3N=C(C)CC3=O)n2)cc1	-0.2	-23	-29	-1	5	-0.9	-0.4	1.6	-6	2.1*
Cc1ccc(NC(=O)CCC(=O)NNC(=O)c2cccs2)cc1C	-0.1	-8	/	-2	-1	1.5	0.7	1	-4	1
CC#CCN(CC#CC)S(=O)(=O)c1ccc(S(=O)(=O)N2CCOCC2)cc1	-0.5	-9	-9	1	3	0.8	0.9	1	-4	0.9
O=C(Nc1ccc2c(c1)OCCO2)C1CCN(C(=O)c2ccc(Br)cc2)CC1	-0.6	-1	0	1	-6	1.3	1.6	1	-6	1.1
COc1ccc2oc(-c3cccc(NC(=O)CSc4ccc(Cl)cc4)c3)nc2c1	0.0	-5	-5	-7	1	3.5	10*	0.9	6	1
CCN(Cc1ccccc1)S(=O)(=O)c1ccc2oc(C(=O)O)c(C)c2c1	-0.1	-9	2	0	-10	-1.7	3.6	1	-3	1
CNC(=S)N/N=C1\CC(c2ccccc2)Oc2ccccc21 (stereo unspecified)	0.1	15	18	-5	11	-0.8	6.0	0.9	2	0.9

Looked up above.
Value for COc1ccccc1C1=NNC(=NCc2ccccc2)SC1 under HMGR II inh: -3
Value for CCOC(=O)/C(C)=C1\NC(C)(C)Cc2ccccc21 under PMI activator: 0.1

Screening data from PubChem.
